# Compound activity from PubChem BioAssay.
# S2 tox: Viability Counterscreen for Primary qHTS for Inhibitors of ATXN expression | S2 cells (HEK-293 line with an ATXN2-luciferase reporter) viability, CellTiter-Fluor protease fluorescence, 24 h | Potency, µM (highest dose often 56.7 µM), actives largely listed as cytotoxic | actives 0.49% (n = 400,000) | AID 651635, 2014; note: nearly all actives have a fitted effect of over 40% in size
# A549 viability: Nrf2 qHTS screen for inhibitors: counterscreen for cytotoxicity. actives 0.16% (n = 390,000). Potency, µM (series often up to 46 µM), inactives show at the top dose activity change, negative = cytotoxicity, hits mostly inhibitors. A549 ARE-Fluc cells, CellTiter-Fluor viability, 18-24 h; note: % is set by controls: 0 for no effect and ±100 for the full control effect
#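 A549 ARE_Fluc cells in 5% FBS OPTI-MEM were exposed to compounds in concentration-response for 18-24 h at 37 deg C. Viability was read by CellTiter-Fluor fluorescence (Ex 405/Em 525) after 30 min, before the luciferase read.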
# MCF10A rereplic: A quantitative high throughput screen for small molecules that induce DNA re-replication in MCF 10a normal breast cells | MCF 10A DNA re-replication, Hoechst nuclear intensity, 48 h | Potency, µM (doses to about 46.1 µM), inactives show at the highest dose activity, positive = re-replication, hits mostly activators | actives 2.9% (n = 350,000) | AID 624296, 2012; note: % of control where 0% means no effect; nearly all actives have a fitted effect of over 50% in size
# Nrf2 inh: Nrf2 qHTS screen for inhibitors; A549 ARE-Fluc reporter, luciferase luminescence, 18-24 h; Potency, µM (doses to about 46 µM), without a hit: at the top dose activity change, negative = inhibition, most hits filed as inhibitors; actives 2.1% (n = 360,000); AID 504444, 2011; note: % is set by controls: 0 for no effect and ±100 for the full control effect; nearly all actives have a fitted effect of over 60% in size
#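 Cells were seeded and rested 2 h, then exposed to compounds for 18-24 h. CellTiter-Fluor was read first as a viability measure. BugLite was added 15 min before the final luminescent read of ARE-luciferase activity in A549 cells.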
# Nrf2 activator: qHTS of Nrf2 Activators; AREc32 ARE-luciferase reporter (MCF7-derived line), luminescence, 24 h; Potency, µM (doses to about 46.1 µM), inactives show at the top dose activation, usual class: activators; actives 0.31% (n = 410,000); note: % of control where 0% means no effect; nearly all actives have a fitted effect of over 65% in size
#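 Luciferase luminescence (Steady-Glo, 30 min at room temperature) served as the read-out of ARE activation in AREc32 cells treated with compounds for 24 hr at 37 deg C.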
# HepG2 tox: qHTS for Inhibitors of TGF-b: Cytotox Counterscreen; actives 0.76% (n = 410,000); HepG2 CAGA-GFP viability, ATP luminescence, 18 h; Potency, µM (titrated, usually from 46.1 µM), for inactives: at the highest dose activity change, negative = cytotoxicity, usual class: cytotoxic; note: some results filed as inactive show a strong effect at the top dose
#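 CellTiter-Glo luminescence gave cytotoxicity after 18 hours at 37 degrees C. The cells were HepG2 CAGA-GFP in 1% FBS DMEM, stimulated with 500 pg/mL TGF-beta after compound addition. %Activity was normalised to no-cell wells (complete cell-killing) and DMSO (no toxicity), and curves were fitted and classified.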
# ATXN2 expr inh: Primary qHTS for Inhibitors of ATXN expression | Potency, µM (series often up to 57 µM), for inactives: top-dose activity change, negative = inhibition, usual class: inhibitors | HEK-293 ATXN2-luciferase reporter, luminescence, 24 h | actives 0.72% (n = 360,000) | AID 1745845, 2022; note: % is set by controls: 0 for no effect and ±100 for the full control effect; nearly all actives have a fitted effect of over 55% in size
#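 qHTS (up to 57 uM final) was run with 24 h compound exposure of reporter cells at 37 °C. Each well was multiplexed: SteadyGlo luminescence measured ATXN2-luciferase expression after a fluorogenic Gly-Phe-AFC viability readout (25 uM final).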
# EPAC2 antag: qHTS for Antagonist of cAMP-regulated guanine nucleotide exchange factor 2 (EPAC2): primary screen; Rap guanine nucleotide exchange factor 4 (Homo sapiens), Q8WZA2; EPAC2 GEF exchange of Rap1B-BODIPY-GDP, fluorescence; Potency, µM (series often up to 114 µM), for inactives: at the top dose activity, negative = inhibition, usual class: inhibitors; actives 0.18% (n = 360,000); note: % is set by controls: 0 for no effect and ±100 for the full control effect; nearly all actives have a fitted effect of over 45% in size; many of its hits are not listed in these tables
# Target sequence (Q8WZA2 whole entry, looked up): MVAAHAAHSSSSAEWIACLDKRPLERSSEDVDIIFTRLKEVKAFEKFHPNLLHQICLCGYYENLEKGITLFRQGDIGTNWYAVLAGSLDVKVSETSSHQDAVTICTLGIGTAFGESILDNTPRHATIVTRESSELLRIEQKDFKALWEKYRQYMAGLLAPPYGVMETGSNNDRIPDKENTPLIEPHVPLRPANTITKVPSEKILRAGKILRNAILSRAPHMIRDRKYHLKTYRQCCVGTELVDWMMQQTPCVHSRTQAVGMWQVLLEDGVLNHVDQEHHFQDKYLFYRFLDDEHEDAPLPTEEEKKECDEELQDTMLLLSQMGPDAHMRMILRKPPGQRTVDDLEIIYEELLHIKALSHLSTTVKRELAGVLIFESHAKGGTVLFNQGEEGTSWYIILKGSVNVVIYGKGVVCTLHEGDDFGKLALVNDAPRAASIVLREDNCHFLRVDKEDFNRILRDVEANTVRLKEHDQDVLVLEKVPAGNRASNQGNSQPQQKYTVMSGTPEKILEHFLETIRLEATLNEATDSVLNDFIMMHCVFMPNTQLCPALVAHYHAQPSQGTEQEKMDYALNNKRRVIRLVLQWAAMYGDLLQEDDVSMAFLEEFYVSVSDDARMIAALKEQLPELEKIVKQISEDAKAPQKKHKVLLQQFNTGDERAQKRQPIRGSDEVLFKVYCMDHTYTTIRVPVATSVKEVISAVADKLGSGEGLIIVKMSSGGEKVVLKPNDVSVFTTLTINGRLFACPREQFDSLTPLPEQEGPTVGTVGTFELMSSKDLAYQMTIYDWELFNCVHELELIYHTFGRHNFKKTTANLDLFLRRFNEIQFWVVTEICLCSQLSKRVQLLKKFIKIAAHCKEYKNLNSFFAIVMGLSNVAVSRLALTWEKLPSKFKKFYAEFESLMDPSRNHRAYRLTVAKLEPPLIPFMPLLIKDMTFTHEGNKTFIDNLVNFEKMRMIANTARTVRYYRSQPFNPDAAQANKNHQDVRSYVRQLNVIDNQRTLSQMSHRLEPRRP
# TGFb inhibitor: qHTS for Inhibitors of TGF-b. HepG2 CAGA-GFP TGF-b/SMAD3 reporter, GFP fluorescence, 18 h; TGF-beta stimulated, 500 pg/mL final. Potency, µM (doses to about 46.1 µM), without a hit: at the highest dose activity, negative = inhibition, hits mostly inhibitors. actives 1.2% (n = 410,000). AID 588855, 2011; note: % is set by controls: 0 for no effect and ±100 for the full control effect; nearly all actives have a fitted effect of over 65% in size
#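 Inhibition was scored as loss of TGF-beta-induced (500 pg/mL final, 18 hours, 37 degrees C) GFP in HEPG2 cells carrying a CAGA-GFP reporter, in DMEM with 1% FBS. Well GFP was summed per cell; Activity was normalised to unstimulated and stimulated DMSO wells, then concentration-response fitting.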
# Numbers without * were called inactive; i = inactive; ? = inconclusive; nt = not tested or not shown; [ ] = dose if it differs, or a comment. Calls come from the whole dose curve; as a rule, active = well fitted curve in the direction sought with a large enough effect; inconclusive = small, poorly fitted or top-dose-only effect, or another doubt; inactive = no such curve, though single readings can be large; an effect the other way counts as inactive or inconclusive. Potency is the fitted concentration of half-maximal effect. Some of the compounds tested, so the mix of outcomes need not match the whole.
SMILES,S2 tox,A549 viability,MCF10A rereplic,Nrf2 inh,Nrf2 activator,HepG2 tox,ATXN2 expr inh,EPAC2 antag,TGFb inhibitor
NC(=O)c1ccsc1NC(=O)CSc1n[nH]c(N)n1,i,0%,1%,2%,0.3%,5%,-12%,4%,-21%
CN(C)CCCN(C(=O)c1ccc2ccccc2c1)c1nc2cc3c(cc2s1)OCO3,32µM*,9%,-2%,5%,-0.7%,-39%,25µM*,-1%,-29%
CCOC(=O)C1=NOC(CNc2ncc(C(F)(F)F)cc2Cl)C1 (configuration not stated),i,0%,-3%,-3%,3.2%,6%,-13%,14%,4%
CC(=O)c1cccc(NC(=O)N2CCCC2C(=O)Nc2ccc3c(c2)OCCO3)c1 (configuration not stated),i,-15%,-1%,-4%,0.0%,-7%,-5%,-14%,-3%
CCNC(=O)NC(=O)COC(=O)C1CSC2(C)CCC(=O)N12 (configuration not stated),i,-3%,-8%,0%,-0.2%,-1%,1%,9%,-8%
C=CCOc1ccc(C2NC(=O)c3ccccc3O2)cc1OC (configuration not stated),i,nt,nt,nt,7.9%,-15%,nt,4%,-3%
Cc1cc(C)cc(NS(=O)(=O)c2c(C)[nH]c(=O)[nH]c2=O)c1,i,-3%,9%,14%,-0.4%,4%,12%,1%,6%
Cc1nc2ccccc2c2c1C(=O)N(C1CCCCCCC1)C2=O,i,14%,-3%,5%,0.3%,-3%,0%,-7%[57.1 µM],0%
O=C(c1cccc(S(=O)(=O)N2CCCC2)c1)N1CCN(Cc2ccccc2)CC1,i,2%,-2%,-22%,0.4%,-11%,-5%,6%,-11%
Cc1ccnc(NC(=O)C2COc3ccccc3O2)c1 (configuration not stated),i,24%,-9%,?,19%,-3%,nt,-21%,-5%
COCCCNC(=O)CS(=O)Cc1nc(-c2ccccc2C)oc1C (configuration not stated),nt,-19%,-9%,-4%,-0.1%,-18%,-5%,-19%,4%
CCOC(=O)c1c(-c2ccc(C)cc2)csc1NC(=O)c1cc2ccccc2oc1=O,i,-4%,-1%,2%,-0.7%,14%,21%,7%,3%
CCCN(CCC)CCCNC(=O)C(NS(=O)(=O)c1ccc2c(c1)CCC(=O)N2)c1ccccc1 (configuration not stated),i,1%,0%,-13%,-0.1%,-1%,-10%,-9%,-4%
CCOC(=O)c1c(NC(=O)c2cc(C)on2)sc(C)c1C,nt,0%,nt,7%,0.2%,-4%,nt,nt,2%
Nn1c(SCC(=O)Nc2ccc3c(c2)OCO3)nnc1C1CCCCC1,i,-13%,-3%,-4%,0.1%,-7%,11%,-1%,7%
O=C(COC(=O)[C@@H]1CC(O)CN1S(=O)(=O)c1ccc2c(c1)OCCO2)Nc1cc(F)ccc1F (some centres not stated),i,5%,5%,7%,-0.6%,17%,1%,-5%,-6%
COc1ccccc1C(=O)Nc1nnc(C)s1,i,1%,0%,nt,2.9%,-3%,55%[activator],-1%,-5%
CCOc1ccc(CN2C(=O)c3ccccc3Sc3ccc(C(=O)OC)cc32)cc1,nt,-2%,nt,nt,0.9%,5%,nt,nt,5%
CC(C)c1nnc(NC(=O)CS(=O)(=O)Cc2ccccc2)s1,i,-5%,?,17%,-0.5%,0%,1%,9%,0%
CCOC(=O)C1CCN(S(=O)(=O)c2cnc[nH]2)CC1,i,-5%,-2%,-9%,0.3%,-3%,-5%,7%,3%
CN(C)CCCn1c(SCCN2C(=O)c3ccccc3C2=O)nc2ccccc2c1=O,i,-3%,-1%,-5%,-0.6%,-5%,-23%,-10%,0%
Nc1c(NCCCN2CCOCC2)c2ccccc2oc1=O,i,-2%,26%,-7%,0.2%,-20%,2%,7%,13%
Cc1cccc(NC(=O)CS(=O)CC(=O)Nc2cnc3ccccc3c2)c1C (configuration not stated),i,12%,9%,7%,0.4%,-6%,-5%,39%[activator],8%
COc1ccccc1NC(=O)CSc1nnc(CC(=O)Nc2cccc(C(F)(F)F)c2)n1C,i,-1%,0%,-19%,-0.1%,-4%,-2%,8%,-5%

# Rewritten with two lines to a compound: part of the list above.
# Values run as follows: S2 tox	A549 viability	MCF10A rereplic	Nrf2 inh	Nrf2 activator	HepG2 tox	ATXN2 expr inh	EPAC2 antag	TGFb inhibitor
> COCCCNC(=O)CS(=O)Cc1nc(-c2ccccc2C)oc1C (configuration not stated)
  nt	-19%	-9%	-4%	-0.1%	-18%	-5%	-19%	4%
> CCOC(=O)c1c(-c2ccc(C)cc2)csc1NC(=O)c1cc2ccccc2oc1=O
  i	-4%	-1%	2%	-0.7%	14%	21%	7%	3%
> CCCN(CCC)CCCNC(=O)C(NS(=O)(=O)c1ccc2c(c1)CCC(=O)N2)c1ccccc1 (configuration not stated)
  i	1%	0%	-13%	-0.1%	-1%	-10%	-9%	-4%
> CCOC(=O)c1c(NC(=O)c2cc(C)on2)sc(C)c1C
  nt	0%	nt	7%	0.2%	-4%	nt	nt	2%
> Nn1c(SCC(=O)Nc2ccc3c(c2)OCO3)nnc1C1CCCCC1
  i	-13%	-3%	-4%	0.1%	-7%	11%	-1%	7%
> O=C(COC(=O)[C@@H]1CC(O)CN1S(=O)(=O)c1ccc2c(c1)OCCO2)Nc1cc(F)ccc1F (some centres not stated)
  i	5%	5%	7%	-0.6%	17%	1%	-5%	-6%
> COc1ccccc1C(=O)Nc1nnc(C)s1
  i	1%	0%	nt	2.9%	-3%	55%[activator]	-1%	-5%
> CCOc1ccc(CN2C(=O)c3ccccc3Sc3ccc(C(=O)OC)cc32)cc1
  nt	-2%	nt	nt	0.9%	5%	nt	nt	5%
> CC(C)c1nnc(NC(=O)CS(=O)(=O)Cc2ccccc2)s1
  i	-5%	?	17%	-0.5%	0%	1%	9%	0%
> CCOC(=O)C1CCN(S(=O)(=O)c2cnc[nH]2)CC1
  i	-5%	-2%	-9%	0.3%	-3%	-5%	7%	3%
> CN(C)CCCn1c(SCCN2C(=O)c3ccccc3C2=O)nc2ccccc2c1=O
  i	-3%	-1%	-5%	-0.6%	-5%	-23%	-10%	0%
> Nc1c(NCCCN2CCOCC2)c2ccccc2oc1=O
  i	-2%	26%	-7%	0.2%	-20%	2%	7%	13%
> Cc1cccc(NC(=O)CS(=O)CC(=O)Nc2cnc3ccccc3c2)c1C (configuration not stated)
  i	12%	9%	7%	0.4%	-6%	-5%	39%[activator]	8%
> COc1ccccc1NC(=O)CSc1nnc(CC(=O)Nc2cccc(C(F)(F)F)c2)n1C
  i	-1%	0%	-19%	-0.1%	-4%	-2%	8%	-5%

# The list continues.
SMILES,S2 tox,A549 viability,MCF10A rereplic,Nrf2 inh,Nrf2 activator,HepG2 tox,ATXN2 expr inh,EPAC2 antag,TGFb inhibitor
Cc1ccc(NS(=O)(=O)c2ccc(C(=O)N3CCOCC3)cc2)cc1,i,-3%,5%,?,-0.1%,4%,-4%,12%,-11%
CCN(C(=O)COc1nc(C)cc(C)c1C#N)c1ccccc1,i,2%,?,0%,-1.6%,-5%,-13%,3%,3%
COc1cccc(NS(=O)(=O)Cc2ccccc2)c1,i,-3%,-4%,9%,-0.7%,-19%,4%,3%,-1%
C/C(=N\NC(=O)COc1cccc2ccccc12)c1cccs1,i,20%,?,-2%,2.4%,2%,8%,-4%,1%
CC(=O)c1cccc(NC(=O)C2CC(=O)N(CCc3ccccc3)C2)c1 (configuration not stated),i,2%,-3%,0%,0.2%,-2%,2%[11.3 µM],-1%,0%
O=C(N[C@H]1C/C=C\C(c2ccc(F)cc2)N(Cc2ccccc2)C(=O)C1)OCC1c2ccccc2-c2ccccc21 (some centres not stated),i,11%,-15%,4%,5.0%,-3%,-6%,-25%,-1%
Cc1cccnc1NC(=O)c1ccc2c(c1)OCCO2,?,-15%,0%,?,2.8%,1%,20%,-7%,-1%
CC1CN(C(=O)c2cc(S(=O)(=O)N3CCCC3)ccc2Cl)CC(C)O1 (configuration not stated),i,0%,5%,4%,0.1%,7%,3%,5%,-2%
C[C@H](NC(=O)c1[nH]cnc1C(=O)Nc1ccc(CNC(=O)OC(C)(C)C)cc1)C(=O)OCc1ccccc1,nt,0%,?,-1%,-3.9%,-28%,?,4%,?
CC(NCCS(=O)(=O)c1ccc(Cl)cc1)c1cccc(Cl)c1 (configuration not stated),i,3%,23%,-24%,5.3%,-24%,-7%,-28%,?
O=C(Nc1ccc(N2CCOCC2)cc1N1CCOCC1)c1ccc(F)cc1,i,-11%,9%,1%,-2.2%,-1%,-17%,-2%,0%
O=C1CCCc2ccccc2N1Cc1ccccc1Cl,i,-4%,-6%,2%,0.0%,-37%,-18%,-8%,?
N#Cc1ccc2c(c1)nnn2-c1ccccc1,i,-2%,-2%,5%,4.5%,-28%,8%,1%,0%
COc1ccc2c(c1OC)C(=O)OC2Nc1ncc(Br)cc1Br (configuration not stated),nt,0%,2%,5%,-1.1%,-6%,nt,4%,-7%
CC(=O)N1CCN(c2ccc(NC(=O)c3ccc4c(c3)OCCO4)cc2)CC1,i,10%,6%,0%,-0.7%,-16%,8%,-5%,5%
Cc1cc(C)cc(NC(=O)N(C)Cc2ccccc2)c1,i,-1%,-1%,-10%,0.0%,-3%,-2%,11%,1%
O=C1c2ccccc2C(=O)N1CCc1nc(-c2ccncc2)no1,nt,3%,0%,-18%,0.5%,0%,nt,9%,0%
CCc1noc(C)c1C(=O)Nc1ccc(F)c(F)c1,i,1%,0%,5%,-0.2%,4%,5%,1%,-6%
CCOC(=O)c1cc(-c2ccc(OC)c(S(=O)(=O)NC3CCCCC3)c2)on1,nt,-1%,nt,0%,-0.6%,-37%,nt,nt,?
COCC1CCN(C(=O)c2oc3c(F)cccc3c2C)C1 (configuration not stated),i,-7%,0%,11%,3.8%,7%,24%,0%,-1%
